Screening results deposited in PubChem by Columbia University Molecular Screening Center.
mHtt clearance = mutant huntingtin protein clearance; HeLa Exon1htt(103Q)mCFP, aggregate imaging; zero = plate's median compound well; AID 853; 47,000 compounds, 0.42% hits; inhibition, % at 1.5 µM;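 active means inhibition of aggregate fluorescence above about 70%, also judged a hit by eye on the cell image, limit read from the data, passing the limit was not always enough; inconclusive means no rule stated for this call; inactive means not judged a hit on image review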;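 further: cells exposed to compound for three days before fixation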
mHtt clearance grain fraction = second read-out of mHtt clearance, no call of its own (marks repeat the call); fraction fluorescence in grains; measured here: aggregate grain fluorescence fraction; stronger effect = lower value;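 scaled fraction of total cell fluorescence in grains with unit not stated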
Numbers without * were called inactive; u = inconclusive; x = not tested or not shown.

Below each SMILES: mHtt clearance	mHtt clearance grain fraction
Cc1ccc(-n2nnnc2SCC(=O)c2cc(C)n(-c3cc(C)on3)c2C)cc1
→ -16	21
CC(=O)Nc1cccc(OC(=O)N2CCOCC2)c1
→ 35	12
O=S(=O)(c1ccccc1)N(Cc1nc(-c2ccccc2)no1)C1CCCCC1
→ 5	19
O=C(O)CCc1ccc(-c2cccs2)n1NC(=O)c1ccc(O)cc1
→ 4	17
CC1(C(=O)CSc2nc3ccccc3[nH]2)CCC(=O)O1 (stereo not drawn)
→ 33	13
CCn1c(COc2ccccc2)nnc1SCC(=O)CC(=O)Nc1ccccc1OC
→ -62	34
COc1cccc(-c2cc(C(=O)N3CCCc4ccccc43)no2)c1
→ 7	17
CCCCN1CC(C(=O)NC2CCCCC2)CC1=O (stereo not drawn)
→ 17	33
CCn1nnnc1SCC(=O)Nc1cccc(C)n1
→ -34	28
C=CCN(C(=O)COc1ccccc1)c1nnc(-c2ccncc2)s1
→ 16	31

The listing continues.
Below each SMILES: mHtt clearance	mHtt clearance grain fraction
COc1ccccc1NC(=O)c1cc(Cl)ccc1NC(=O)c1ccco1
→ 57	8.3
COc1ccccc1N1CCN(C(=O)c2ccc(S(=O)(=O)N3CCCC3)cc2)CC1
→ 52	10
[O-]/[N+](=C\c1ccncc1)c1ccccc1
→ -16	39
COc1ccc(S(=O)(=O)N2CCN(S(=O)(=O)c3ccc4c(c3)OCCO4)CC2)cc1
→ 27	13
O=C(CSc1nc(-c2ccc(F)cc2)cs1)N1CCOCC1
→ -16	21
COc1ccc(/C=N/N=C/c2ccc(OC)c(O)c2)cc1O
→ u	x
Cc1ccc(C)c(Cn2c(C(=O)OC(C)C)cc3c2ccn3C)c1
→ -22	47
COc1cccc(OC)c1C(=O)Nc1cc(Cl)ccc1N1CCOCC1
→ 11	16
CCn1c2ccccc2c2cnc(N=CN(C)C)c(C#N)c21
→ -16	45
CCNC(=O)N1CCNC(=O)C1CC(=O)OC (stereo not drawn)
→ 28	33

Following part:
Below each SMILES: mHtt clearance	mHtt clearance grain fraction
CCCCCCP(=O)(O)c1ccccc1
→ 28	15
O=C(O)CCCC(=O)NCCc1ccncc1
→ u	x
CC(=O)N1CCN(c2ccc(NCc3ccc(F)cc3)cc2)CC1
→ -51	73
CC1Oc2ccccc2N(CC(=O)c2ccccc2)C1=O (stereo not drawn)
→ 48	9.5
COc1ccc(N2CCN(C(=O)c3ccc(C)c(Cl)c3)CC2)cc1
→ -29	57
Cn1c(=O)cc(SCC(=O)NCC2CCCO2)c2ccccc21 (stereo not drawn)
→ 24	24
CCOC(=O)c1cc2c(=O)n3ccccc3nc2n(Cc2ccccc2)c1=N
→ -22	25
O=C(COC(=O)C1=COCCO1)Nc1ccc2c(c1)OCO2
→ -32	26
Cc1ccccc1CN1C2=NCCN2c2ccccc21
→ 2	34
COC(=O)c1sc(NC(=O)COc2cccc3ccccc23)nc1C
→ -9	43

Other structures follow.
Below each SMILES: mHtt clearance	mHtt clearance grain fraction
CCc1ccc(NS(=O)(=O)c2ccc3[nH]cc(C(=O)N4CCCCC4)c(=O)c3c2)cc1
→ 1	18
CCCCCCCC(=O)N/N=C(\C)c1cccnc1
→ 47	10
Cc1cc(C(C)(C)C)cc(S(=O)(=O)Nc2ccc(O)c(C(=O)O)c2)c1C
→ -17	38
CC(C)Cn1c(SCC(=O)NC2CCCc3ccccc32)nc(O)cc1=O (stereo not drawn)
→ 39	19
O=C(O)/C=C\C(=O)Nc1ccccc1C(=O)NCc1ccccc1
→ 2	19
COc1ccc(OC)c(-c2cc(C3CCN(c4cc(Cl)nc(N)n4)CC3)[nH]n2)c1
→ -1	38
COc1ccc(C(=O)Nc2ccc(S(=O)(=O)N3CCCC3)cc2)c(OC)c1
→ -52	49
O=C1CC(N2CCC(O)(c3ccc(Cl)cc3)CC2)C(=O)N1 (stereo not drawn)
→ -77	33
Cc1ccc(C(=O)N2CCOCC2)cc1Cl
→ -9	19
COc1ccc(-c2nnc(SCC(=O)NC(=O)NCc3ccccc3)o2)cc1
→ 24	14

The results go on.
Below each SMILES: mHtt clearance	mHtt clearance grain fraction
Cc1nnc(Nc2ccc3c(c2)ncn3C)c2ccccc12
→ -33	26
COc1cc(C)nc(Nc2nc(C)c(C(C)=O)s2)n1
→ -24	47
CC(NS(=O)(=O)c1ccc(CCC(=O)NCC2CCCO2)cc1)c1ccccc1 (stereo not drawn)
→ -28	26
CCOc1ccccc1C(=O)N1CCN(C(c2ccccc2)c2ccccc2)CC1
→ -26	39
Cc1cn(C2OC(COC(=O)c3ccccc3)C(OC(=O)c3ccccc3)C2OC(=O)c2ccccc2)c(=O)[nH]c1=O (stereo not drawn)
→ -25	22
CCOC(=O)C1C(=O)NC(N2CCOCC2)=NC1C(C)C (stereo not drawn)
→ -12	38
COC(=O)c1ccccc1NC(=O)CSc1nnnn1C1CCCCC1
→ 27	14
CN1CCN(C(CNS(=O)(=O)c2ccc(Cl)cc2)c2cccnc2)CC1 (stereo not drawn)
→ -14	24
CCN(CC)C(=O)CN(c1cccc(OC)c1)S(=O)(=O)c1ccc(C)cc1
→ -46	34
Cc1cc(C)nc(N(C#N)CC(=O)Nc2ccccc2)n1
→ -25	48

Next compounds
Below each SMILES: mHtt clearance	mHtt clearance grain fraction
COc1cc2c(cc1OC)CN(S(=O)(=O)c1ccc3c(c1)OCCO3)CC2
→ 38	12
COc1cccc(-c2csc(N3CCN(CC(=O)Nc4ccc5c(c4)OCO5)CC3)n2)c1
→ -8	22
Cc1ccc(N(CC(O)CN2CCCC2)S(=O)(=O)c2ccc(C)cc2)cc1 (stereo not drawn)
→ 56	16
COc1ccccc1-c1nnc(NC(=O)OCC(C)C)s1
→ -19	36
C=CCn1c(SCC(=O)c2cccs2)nc2sc(C)cc2c1=O
→ 7	18
O=C1CC(=O)N(CCc2ccccc2)C(=O)N1CCc1ccccc1
→ -34	25
CC(C)(C)n1nnnc1CN1CCC(NC(=O)NC2CCCCC2)CC1
→ 13	17
Cc1ccc(SC(C)C(=O)Nc2ncn[nH]2)cc1 (stereo not drawn)
→ -17	22
CCCC(=O)Nc1cc(C)c(NC(=O)c2ccccn2)cn1
→ -6	37
Cc1cc(C)nc(N2CCCC(C(=O)NCCc3cccc(F)c3)C2)n1 (stereo not drawn)
→ 42	23

(continued)
Below each SMILES: mHtt clearance	mHtt clearance grain fraction
CCn1c(NCc2cc(Br)ccc2NS(=O)(=O)c2ccc(C)cc2)nc2ccccc21
→ -2	23
O=S(=O)(Nc1ccc(F)cc1)N1CCCCCC1
→ -24	21
Cc1nn(Cc2cccc(C(=O)NC34CC5CC(CC(C5)C3)C4)c2)c(C)c1Br
→ -4	20
Cn1c(=O)c2c(nc(Sc3ncccn3)n2Cc2ccc(Cl)cc2)n(C)c1=O
→ -213	147
COc1ccc(N(C(C)=O)S(=O)(=O)c2cc(OC)ccc2OC)cc1
→ 42	12
O=C(CSc1nnc(COc2ccccc2)n1Cc1ccco1)NCc1ccco1
→ -14	39
c1cncc(-c2nnc(-c3ccco3)o2)c1
→ -27	59
CC1CC(C)CN(c2ncc3c(n2)CC(c2ccc(Cl)cc2)CC3=O)C1 (stereo not drawn)
→ 14	38
CC(=O)N(C)c1ccc(NC(=O)c2ccccc2C(=O)O)cc1
→ -53	28
c1ccc2c(Cn3ccnc3)c[nH]c2c1
→ -52	33

The list goes on.
Below each SMILES: mHtt clearance	mHtt clearance grain fraction
OC(CSc1c(Cl)cccc1Cl)CN1CCN(c2ccccc2F)CC1 (stereo not drawn)
→ 6	36
O=C(COc1ccccc1)N1CCN(c2ncnc3c2cnn3-c2ccccc2)CC1
→ -7	21
CC(C)Cc1ccc(S(=O)(=O)N2CCOCC2)cc1
→ -68	33
N#CCCCSc1ncccc1-c1nc2ccccc2[nH]1
→ 26	25
CC(=O)c1cccc(NC(=O)CN(Cc2ccccc2)S(C)(=O)=O)c1
→ 16	16
Cc1nc(-c2ccccc2O)n(S(=O)(=O)N(C)C)n1
→ -6	19
CCC(C)n1c(-c2ccco2)nc2nc3ccccc3nc21 (stereo not drawn)
→ 38	23
Cc1c(Br)cc(C(=O)NC2CCCCC2)c(C)c1C
→ 30	27
Cc1ccc(/C=N/n2cnc3sc4c(c3c2=O)CCCC4)o1
→ 17	36
CC(=O)c1cc(C)ccc1OC(=O)c1cccc2nc(C)oc12
→ -13	50

(list continues)
Below each SMILES: mHtt clearance	mHtt clearance grain fraction
O=C(Nc1ccc2c(c1)OCCO2)NC1(C(F)(F)F)Oc2ccccc2O1
→ -123	105
COCCCNC(=O)C1CCCCN1S(=O)(=O)c1ccc(F)cc1 (stereo not drawn)
→ 11	36
CC1=CCC(C(=O)O)(C(=O)N/N=C/c2cccs2)C(c2ccc([N+](=O)[O-])cc2)C1 (stereo not drawn)
→ 23	25
CS(=O)(=O)N(CC(=O)Nc1ccc2c(c1)OCO2)Cc1ccccc1
→ -40	25
O=c1c2ccccc2nc2n1C(CSCc1ccccc1)CS2 (stereo not drawn)
→ 8	35
CC(=O)Nc1ccc(S(=O)(=O)c2ccc(N)cc2)cc1
→ 16	30
COc1cccc(-c2cc3nc4c(c(N5CCC6(CC5)OCCO6)n3n2)CCCC4)c1
→ -37	24
CCCc1nc(SCC(=O)N2CCCc3ccccc32)c2c(=O)n(C)c(=O)n(C)c2n1
→ 27	23
CNS(=O)(=O)c1ccc(Oc2ccc(S(=O)(=O)NC)cc2)cc1
→ -8	46
Cn1c(SCc2c(Cl)cccc2Cl)nnc1-c1cccs1
→ -17	21

Following part:
Below each SMILES: mHtt clearance	mHtt clearance grain fraction
Cc1cc(NC(=O)c2cnn3c(C(F)(F)F)cc(-c4ccccc4)nc23)no1
→ 53	9.6
CNC(=O)CSc1nnc(-c2cccc(S(=O)(=O)N3CCOCC3)c2)n1-c1ccc(F)cc1
→ -52	30
O=C(Nc1nc(=O)c2ccccc2s1)c1ccccc1
→ -114	38
CC1=CC(C)C2C(=O)N(CCC[N+](C)(C)C)C(=O)C2C1 (stereo not drawn)
→ -13	21
CCSc1nc(=O)n(-c2ccccc2)c(C)c1C(C)=O
→ 18	37
CCOC(=O)c1c(NC(=O)C(F)(OC)C(F)(F)F)sc2c1CCN(C)C2 (stereo not drawn)
→ 7	34
COc1ccc(OC)c(N(CC(=O)N2CCCCC2)S(=O)(=O)c2ccc(OC)c(OC)c2)c1
→ 14	17
COc1ccc(C)cc1NC(=O)CSc1nnc(-c2ccco2)n1Cc1ccco1
→ -6	46
CCC(C(=O)N1CCN(C(=O)c2ccco2)CC1)c1ccccc1 (stereo not drawn)
→ -64	65
Cc1cc(C)n(C(=O)CCCCCCCC(=O)n2nc(C)cc2C)n1
→ -25	22

Further records
Below each SMILES: mHtt clearance	mHtt clearance grain fraction
O=c1cc(NC2CCCCCC2)[nH]c(=O)[nH]1
→ -56	26
Cc1ccc(NC(=O)CSCC#N)cc1
→ 22	18
C=CCn1c(SCC(=O)Nc2nccs2)nnc1-c1ccco1
→ -5	42
Cc1cc(C(N)=O)c2ccccc2n1
→ -43	53
COc1cccc(-c2cc(C(F)(F)F)nc(NCc3ccco3)n2)c1
→ -19	21
Cn1ncc(N=Cc2c(O)ccc3ccccc23)c1C(=O)N1CCOCC1
→ 18	16
Cc1c(C(=O)N2CCOCC2)[nH]c2c1C(=O)CC(c1ccc(Cl)cc1)C2 (stereo not drawn)
→ -11	22
O=C(Nc1ccccc1O)c1cc(S(=O)(=O)N2CCOCC2)c(Cl)cc1Cl
→ -47	53
COCCNC(=O)C(=O)N/N=C/c1ccccc1C(F)(F)F
→ 36	12
O=c1c2[nH]c3ccccc3c2ncn1CCCn1ccnc1
→ -12	22

The closing two compounds of the part before lead into the next.
Below each SMILES: mHtt clearance	mHtt clearance grain fraction
COCCNC(=O)C(=O)N/N=C/c1ccccc1C(F)(F)F
→ 36	12
O=c1c2[nH]c3ccccc3c2ncn1CCCn1ccnc1
→ -12	22
COc1ccc(NC(=O)NCc2ccccn2)cc1OC
→ 13	19
Cc1ccc(-c2nnc3sc(-c4ccc5c(c4)OCCO5)nn23)cc1
→ -7	21
C=CCCC(=O)Nc1nc(C)c(-c2csc(Nc3ccccc3OC)n2)s1
→ 40	23
Nc1ccc(C23CC4CC(CC(CO)(C4)C2)C3)cc1
→ 38	26
O=C(CNC(=S)N(Cc1ccc(F)cc1)C1CCCCC1)NC1CC1
→ 38	12
CN(C)CCNc1nc2c(c(=O)[nH]c(=O)n2C)n1CC(O)COc1ccc(Cl)cc1 (stereo not drawn)
→ -32	46
CCc1cc2c(=O)[nH]c(N3CCOCC3)nc2s1
→ -42	27
Nc1cc(-c2ccc(Br)cc2)nn1S(=O)(=O)c1cccc2nsnc12
→ 10	33
CC(C)(CNC(=O)c1cc2ccccc2o1)N1CCOCC1
→ -6	33
COCCN1Cc2cccc(C(=O)Nc3ccc4c(c3)OCCO4)c2C1=O
→ 51	20

More results
Below each SMILES: mHtt clearance	mHtt clearance grain fraction
CCN(CC)C(C(=O)Nc1ccc(C(C)C)cc1)c1ccc2c(c1)OCO2 (stereo not drawn)
→ -17	49
COc1ccc2c(c1)c(C(=O)OCCN(C)C)c(C)n2C
→ -21	22
CCOC(=O)N1CCN(S(=O)(=O)c2ccc(OCC(=O)OC)c(Cl)c2)CC1
→ -34	50
COc1ccc(-c2nc3nc(C)cc(C)n3n2)cc1
→ -31	23
COCCCNC(=O)CC(NS(=O)(=O)c1ccc(C)cc1)c1ccc(OC)cc1 (stereo not drawn)
→ 22	16
CC(C)COC(=O)NCCOC(=O)Nc1cccc(Cl)c1
→ -31	44
COc1ccc(-c2csc(N(CC3CCCO3)C(=O)c3cccs3)n2)cc1 (stereo not drawn)
→ -7	22
c1ccc(C2=Nc3ccccc3OC2)cc1
→ -12	22
CC(C)C[C@H](NC(=O)NC(C)C)C(=O)O
→ -4	44
Cc1cc2nc(-c3cccnc3SCC(=O)NCc3ccco3)[nH]c2cc1C
→ -21	23
Cc1nc2c(C(=O)NCc3ccccc3)c[nH]n2c(=O)c1Cl
→ 11	17
COCC(=O)NC(c1ccccc1)c1ccccc1
→ 36	14

One compound at a time, as listed above.
`CC(C)C[C@H](NC(=O)NC(C)C)C(=O)O` across the screens: mHtt clearance = -4; mHtt clearance grain fraction = 44
`COc1ccc(-c2nc3nc(C)cc(C)n3n2)cc1` across the screens: mHtt clearance = -31; mHtt clearance grain fraction = 23

The list is partial. The share of hits here may be higher or lower than overall.
